Source: PubChem (several laboratories)
HUVEC inhibit = blocks proliferation of human endothelial cells; viability, % at 10 µM (by protocol); actives 1.1% (n = 86,000); HUVEC proliferation, CellTiter-Glo luminescence, 72 h; hits give low values;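 active means viability at or below 30%; inactive means viability above 30%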;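 further: 100% = median luminescence of DMSO-only cell control wells on each plate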
PostGolgi yeast = growth inhibition of a yeast mutant, post-Golgi transport screen. actives 0.9% (n = 98,000). post-Golgi transport phenotypic cell assay. inhibition, % at 10 µM;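 further: yeast cells grown in 1536-well plates; yeast grown about 18 h at 30C before absorbance read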
Fibroblast inh = blocks proliferation of human lung fibroblasts. LL 47 human lung fibroblast viability, ATP luminescence; hits give low values. viability, % at 10 µM. AID 719. actives 1.1% (n = 85,000);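 active means viability at or below 50% in the single dose screen; inactive means viability above 50%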;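 further: compound exposure lasted 72 h before the ATP readout; 100% = median luminescence of untreated cell-only wells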
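material = human LL 47 lung fibroblast cells | dosing = compounds added from tenfold dosing solution, 0.1% DMSO final | timing = overnight cell rest, 72 h compound treatment at 37 °C | measured by = CellTiter-Glo luminescence measuring cellular ATP | evaluation = % viability versus median cells-only luminescence | control set = cell-only wells, no compound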
S1P2 blocker = S1P2 (human) receptor antagonism; O95136; cell-based S1P2 antagonist assay, inhibition at 5 uM; inhibition, % at 5 µM; actives 0.21% (n = 97,000); AID 736; in the data active means inhibition above about 45%;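 further: CRE beta-lactamase reporter cells expressing human S1P2 stimulated with S1P; 0% = agonist at EC80 alone and 100% = agonist plus reference antagonist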
Target sequence (O95136 whole entry, looked up): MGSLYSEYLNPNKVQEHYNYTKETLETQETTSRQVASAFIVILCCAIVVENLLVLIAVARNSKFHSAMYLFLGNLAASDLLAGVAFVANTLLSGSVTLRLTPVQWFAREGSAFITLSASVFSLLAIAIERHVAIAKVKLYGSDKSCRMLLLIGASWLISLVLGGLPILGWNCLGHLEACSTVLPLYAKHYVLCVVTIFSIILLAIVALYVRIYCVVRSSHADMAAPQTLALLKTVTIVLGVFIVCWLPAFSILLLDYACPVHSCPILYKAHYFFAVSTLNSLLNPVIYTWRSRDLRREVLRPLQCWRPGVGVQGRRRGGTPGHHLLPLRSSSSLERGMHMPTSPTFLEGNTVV
S1P2 ag = activates the human S1P2 receptor | O95136 | S1P2-expressing cell line, agonist reporter read-out | activation, % at 4.5 µM | actives 0.46% (n = 97,000); in the data active means activation above about 16%;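 further: 0% = vehicle low control and 100% = maximal reference agonist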
PostGolgi ctrl = inhibits growth of the yeast control strain; efflux-deficient yeast background strain, growth absorbance A615, 16 h; inhibition, % at 10 µM; actives 5% (n = 98,000)
Ecoli WT expand = blocks growth of wild type E. coli BW25113 | growth inhibition, % at 100 µM | actives 0.15% (n = 98,000) | OD600 absorbance | AID 710;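 active means growth inhibition above about 50% at one test dose, limit read from the data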;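 further: growth measured after 20 h incubation at 37 °C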
DAT uptake mod = human DAT dopamine uptake with cocaine, either direction; Q01959; LLC-PK1 hDAT cells, [14C]-dopamine uptake with cocaine IC80; actives deviate in either direction; B-score at 10 µM; actives 1.3% (n = 110,000); AID 449768;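 active means Z score or B-score, a plate-position-corrected score, falls beyond the plate's 99.7% confidence bounds, in either direction; inactive means both scores lie inside the 99.7% bounds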;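 further: scored against the spread of the other compound wells on the same plate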
Target sequence (Q01959 whole entry, looked up): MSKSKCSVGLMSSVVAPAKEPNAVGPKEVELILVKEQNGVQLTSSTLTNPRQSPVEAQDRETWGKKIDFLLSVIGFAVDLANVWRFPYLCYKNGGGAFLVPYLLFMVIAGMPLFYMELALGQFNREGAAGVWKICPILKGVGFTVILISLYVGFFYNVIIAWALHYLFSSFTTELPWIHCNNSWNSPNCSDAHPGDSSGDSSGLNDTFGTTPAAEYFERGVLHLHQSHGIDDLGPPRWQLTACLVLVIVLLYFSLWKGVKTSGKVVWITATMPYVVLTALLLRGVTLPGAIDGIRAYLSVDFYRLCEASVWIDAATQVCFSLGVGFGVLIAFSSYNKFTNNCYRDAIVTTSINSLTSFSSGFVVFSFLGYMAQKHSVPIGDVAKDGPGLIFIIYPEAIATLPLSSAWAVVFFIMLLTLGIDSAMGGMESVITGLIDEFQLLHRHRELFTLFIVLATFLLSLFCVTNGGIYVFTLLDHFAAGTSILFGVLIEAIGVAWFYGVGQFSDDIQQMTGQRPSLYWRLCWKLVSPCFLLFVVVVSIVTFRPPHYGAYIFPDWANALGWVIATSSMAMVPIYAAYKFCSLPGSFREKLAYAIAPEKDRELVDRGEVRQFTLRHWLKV
H69AR growth 86K = blocks growth of human H69AR lung tumor cells; H69AR lung tumor viability, ATP luminescence, 72 h; hits give low values; viability, % at 10 µM; actives 6% (n = 85,000);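 active means viability at or below 40%; inactive means viability above 40%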;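 further: multidrug resistant small cell line overexpressing MRP-1 efflux transporter; 100% = mean luminescence of untreated control wells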
Starred values were filed as active, the others as inactive; · = not tested or not shown. Unless noted, no stated cut-off is given here; in the data, active means inhibition above about 30%; inactive means the rest. The order is random; about 11% have a hit in one of these screens.

SMILES	HUVEC inhibit	PostGolgi yeast	Fibroblast inh	S1P2 blocker	S1P2 ag	PostGolgi ctrl	Ecoli WT expand	DAT uptake mod	H69AR growth 86K
CC1(C)CC(=O)C2=C(C1)OC(/N=C/N1CCOCC1)=C(C#N)C2c1ccccc1 (configuration not stated)	91	-5	93	-7	-5	8	7	0.69	56
COC(=O)c1c[nH]n2c(=O)cc(CCl)nc12	·	13	·	3	-6	8	-15	-0.6	·
Cc1ccc(NC2c3ncccc3C(=O)N2C2CCCCC2)cc1 (configuration not stated)	85	13	82	-3	-5	16	-4	-0.73	84
CC(=O)Nc1cc(C(=O)c2ccccc2)ccc1N1CCOCC1	95	-15	97	8	-1	-6	4	0.47	97
CCOC(=O)Cc1csc(NC(NC(=O)OCC)(C(F)(F)F)C(F)(F)F)n1	·	0	·	-9	0	-12	-6	0.069	·
COC(=O)c1cccc(OC(N)=O)c1	83	0	97	-9	-9	-3	-1	-0.54	103
COc1ccccc1N1CCN(C(=O)CN(c2ccc(C)c(C)c2)S(C)(=O)=O)CC1	105	3	105	-14	-7	19	-1	0.71	99
O=C(Cn1cncn1)N/N=C/c1c2ccccc2cc2ccccc12	·	-3	·	12	-4	-2	4	0.26	·
Cc1ccc(-n2ncc3c(=O)[nH]c(SCC(=O)N4CCOCC4)nc32)cc1	91	2	90	27	-2	13	7	-0.89	56
CCC(CC)C(=O)OCC(=O)Nc1ccc(S(=O)(=O)N2CCOCC2)cc1OC	·	2	·	-11	-9	-1	-1	-0.062	·
Cc1ccc(NCN2C(=O)C3C4C=CC(C4)C3C2=O)cc1 (configuration not stated)	94	4	100	-3	-7	15	7	-0.45	94
O=C(CCSc1ccc(F)cc1)Nc1ccc(-n2cnnn2)cc1	101	-5	106	13	-6	-3	-1	-0.47	82
CN1CC(=O)Nc2ccc(F)cc2C1=O	104	9	105	-10	-4	9	-6	·	92
CN1C(=O)c2ccc(C(=O)NC3CCCCC3)cc2C1=O	92	-8	84	-16	-5	8	0	-1.1	88
CCC(=O)Nc1ccc(N2CCN(Cc3ccccc3F)CC2)cc1	97	9	106	12	-3	10	7	-0.74	88
CCn1c(=O)c(C(=O)Nc2cccnc2)c(O)c2ccccc21	109	·	101	-2	-1	·	·	·	99
CNc1nc(-c2c[nH]c3ccccc23)cs1	69	-2	96	1	-3	2	7	-0.65	96
CCn1c(=O)c2cc(C(=O)NCCN3CCOCC3)sc2c2ccccc21	85	-8	85	-33	3	-10	2	·	93
Cn1c(=O)c2c(=O)cc(NNC(=O)C(C)(C)C)[nH]c2n(C)c1=O	·	0	·	-12	-3	0	-13	-0.072	·
C=CCn1c(N)cc(=O)nc1SC(C)C(=O)Nc1cccc2ccccc12 (configuration not stated)	97	·	98	15	0	·	·	-0.24	102
COc1cccc(-c2nc(-c3ccc(NC(=O)c4cccs4)cc3)no2)c1	·	10	·	-9	-7	10	-26	-0.86	·
NC(N)=N/N=C/c1ccc(OCc2ccc(Cl)cc2)cc1	·	-9	·	17	-5	63*	100*	0.62	·
CC1CCCCN1S(=O)(=O)c1ccc(NC(=O)c2cccs2)cc1 (configuration not stated)	79	-12	90	-29	-3	33*	-3	1.3	62
CC1CCCCN1C(=O)CSc1nc2cc3c(cc2c(=O)n1Cc1ccc2c(c1)OCO2)OCO3 (configuration not stated)	81	3	85	·	·	7	-7	-0.045	67
CCCn1c(CNC(=O)c2ccccc2)nc2ccccc21	90	7	101	0	-5	4	8	-0.64	94
SMILES	HUVEC inhibit	PostGolgi yeast	Fibroblast inh	S1P2 blocker	S1P2 ag	PostGolgi ctrl	Ecoli WT expand	DAT uptake mod	H69AR growth 86K
O=C(C1CCC1)N1CCc2cc(S(=O)(=O)NCc3ccco3)ccc21	·	2	·	6	-2	23	-2	-1	·
COC(Cc1n[nH]c(=S)n1-c1ccc(Cl)cc1)OC	·	19	·	-12	-9	2	-1	-1.5	·
CCOc1ccc(C(=O)CCN2CCCCC2)cc1	99	2	100	·	·	4	-9	0.26	97
O=C(CCc1ccccc1)Nc1cccc(NC(=O)CCc2ccccc2)c1	84	0	95	2	0	-10	1	0.58	88
COc1ccc(CCNC(=O)Cn2cnc3c2c(=O)n(C)c(=O)n3C)cc1OC	·	-6	·	8	-5	0	3	-0.34	·
CC1CCN(S(=O)(=O)c2ccc(NC(=O)Cc3ccccc3)cc2)CC1	102	-6	97	1	-7	39*	-11	0.57	71
COc1ccccc1NC(=O)CN1CCN(CC(=O)Nc2ccc3c(c2)OCCO3)CC1	·	-5	·	20	-9	4	-2	3.1*	·
CC1(C)Cc2nc3sc4c(=O)n(CC(=O)NCc5ccco5)cnc4c3cc2CO1	68	9	83	·	·	3	1	-0.45	22*
O=C(O)C1CC(O)CN1S(=O)(=O)c1cccs1 (configuration not stated)	90	0	96	0	-2	4	-8	-0.71	98
CCN(c1cccc(C)c1)S(=O)(=O)c1ccc2[nH]c(=O)c(=O)[nH]c2c1	92	7	91	-9	-2	4	8	0.57	107
Cc1ccc(S(=O)(=O)NC2=NCCC2)cc1	101	4	102	4	-1	1	4	1.2	89
Cc1ccc(-c2nnn(CC(=O)N(CC(=O)NC3CCCCC3)c3cnc4ccccc4c3)n2)o1	90	·	91	-1	-7	·	·	0.6	77
CC(C)Sc1nc2c(c(=O)n(C)c(=O)n2C)n1C	97	1	93	-10	-3	3	4	0.037	66
CCOC(=O)C1CCN(C(=O)CCc2c(C)nc3ncnn3c2C)CC1	106	-5	93	-9	-1	0	4	·	97
CCOC(=O)N1CCN(S(=O)(=O)c2cccc3cccnc23)CC1	96	-2	89	-10	-4	8	2	-0.042	103
Cc1ccc2c(c1)c1ncn(CCC3=CCCCC3)c(=O)c1n2C	100	-6	69	1	-6	22	-1	-0.32	58
CC(C)C(c1nnnn1Cc1ccco1)N1CCN(c2nc3ccccc3s2)CC1 (configuration not stated)	81	5	79	·	·	41*	-1	1.4	62
CN1CCn2c1nc(N1CCOCC1)nc2=O	99	-10	101	-10	-1	-6	-4	-0.18	100
CCN1CCCC(OC(=O)Nc2ccccc2)C1 (configuration not stated)	98	-1	106	6	-5	13	2	0.86	66
Cc1ccc(-n2c(C)cc(/C=N/Nc3ccc([N+](=O)[O-])cn3)c2C)c(C)c1	·	-3	·	23	-7	3	-2	0.017	·
Cc1cc(N2CCCC(C(=O)Nc3ccc4c(c3)CCC4)C2)n2ncnc2n1 (configuration not stated)	103	-1	98	9	-2	-2	10	1.7	81
CC1CCN(C(=O)CSc2nnc(-c3cccnc3)n2C2CCCCC2)CC1	101	8	·	-15	-2	5	-2	0.055	26*
Cc1ccc(OCC(=O)NN=C2c3ccccc3-c3ccccc32)cc1	·	-2	·	0	-7	1	-4	-0.53	·
CCCCCC1CCC(C(=O)O)CC1 (configuration not stated)	88	3	93	23	-5	-4	-9	1.2	106
CCCNC(=O)Cc1c(O)c2ccccc2[nH]c1=O	88	-6	103	-2	-7	-4	-1	-0.56	85
SMILES	HUVEC inhibit	PostGolgi yeast	Fibroblast inh	S1P2 blocker	S1P2 ag	PostGolgi ctrl	Ecoli WT expand	DAT uptake mod	H69AR growth 86K
COc1ccc(NC(=O)C(F)(F)F)cc1OC	102	-7	101	9	-1	24	9	0.044	77
COC(=O)c1cc(C#N)c(Oc2ccccc2OC)nc1C	·	10	·	-8	3	1	-4	-0.041	·
Cc1ccc(S(=O)(=O)N(CC(=O)N2CCC(C)CC2)Cc2ccccc2F)cc1	108	-5	104	13	-8	37*	1	-0.59	101
O=C(c1cc(C2CC2)nc2ccc(Br)cc12)N1N=C(C(F)F)CC1(O)C(F)F (configuration not stated)	29*	·	54	-9	-4	·	·	0.076	17*
COc1ccc(-c2cc(C(F)(F)F)c(C#N)c(SCC(=O)Nc3ccccc3C#N)n2)cc1	·	-5	·	-4	-14	2	4	-0.65	·
O=C(CCc1ccccc1)Nc1ccc2c(c1)OCCO2	90	9	95	6	-3	-3	8	-1.1	86
CCOC(=O)c1ccccc1NC(=O)CSc1nc2ccccc2o1	102	6	100	·	·	19	-1	-0.56	91
COc1cc(OC)nc(NC(=O)CSc2nc3ccccc3[nH]2)n1	99	-1	103	-9	-2	-2	-1	1.1	91
Nc1ccc(N2CCCCCC2)cc1	98	0	96	10	-5	0	2	-0.34	2.1*
CCOC(=O)c1ccccc1NC(=O)Cn1cnc2c(cnn2-c2ccc(F)cc2)c1=O	·	-7	·	-9	2	3	-6	0.016	·
Cc1oc(-c2ccccc2)nc1CS(=O)CC(=O)O (configuration not stated)	109	-3	99	7	-4	14	5	-1.4	100
COc1cc(C2C(C#N)=C(N)Oc3cc(O)ccc32)cc2c1OCO2 (configuration not stated)	42	-7	89	·	·	9	8	-1.3	24*
O=C(NC1CCCC1)c1ccc(CSCc2ccccc2F)o1	105	22	100	8	-2	19	-5	0.083	93
CCCS(=O)(=O)N1CCCC(C(=O)NCc2cccnc2)C1 (configuration not stated)	103	2	117	23	-4	5	3	-0.025	105
O=C1CC(SCCc2nc3ccccc3[nH]2)C(=O)N1c1ccc(F)cc1 (configuration not stated)	·	2	·	-34	-6	0	-3	1.1	·
CCOCC(=O)Nc1nnc(C)s1	95	-3	102	-2	-7	5	2	-1.7	81
NS(=O)(=O)c1ccc(NC(=S)NCc2ccc(Cl)cc2)cc1	·	-8	·	-2	-5	17	-1	-0.015	·
COc1ccc(OC)c(-c2cc(C(=O)Nc3c(C)nn(Cc4ccccc4Cl)c3C)no2)c1	88	-2	106	-4	1	17	-13	-0.23	78
Cn1c(=O)c2c(SC3CCCC3)nc(C3CC3)nc2n(C)c1=O	108	-12	87	-14	0	9	-1	0.18	98
Cc1ccc(CC(=O)N2CCC(c3nc4c(nnn4Cc4ccccc4)c(=O)[nH]3)CC2)cc1	76	3	95	·	·	9	0	0.76	85
CC(C)c1cc(C(N)=O)c(NC(=O)C2CCC2)s1	97	-2	100	-25	-3	8	1	1.8	92
CCOc1ccc(C2/C(=C(\O)c3ccc(OC)c(OC)c3)C(=O)C(=O)N2c2cc(C)on2)cc1OC (configuration not stated)	104	-4	99	·	·	10	-6	0.92	101
O=C(c1ccco1)N1CCN(c2ncccn2)CC1	102	-1	105	6	-2	-1	4	0.69	99
CCC(C)(C)NC(=O)C(c1ccccc1)N(Cc1cccnc1)C(=O)c1csnn1 (configuration not stated)	101	·	95	-6	-7	·	·	-0.82	72
Cn1cc(CC(=O)NCCCN2CCCC2=O)c2ccccc21	94	4	103	·	·	4	-1	-1.9	97
COCCNC(=O)c1ccc2c(c1)nc(C)n2-c1cccc(F)c1	103	4	102	-9	-2	1	-7	0.68	85
CCCn1cc(S(=O)(=O)CC(=O)Nc2ccc(OC)cc2OC)c2ccccc21	95	·	110	3	-3	·	·	-0.36	91
CCOC(=O)CC1=C(C(=O)OCC)C(c2ccc(OC)c(OC)c2)C(C#N)=C(N)O1 (configuration not stated)	91	0	100	2	-4	0	-10	0.8	91
